C-LANA FP: KSHV C-LANA DNA binding inhibition. MBP-C-LANA/FAM-LBS DNA binding, fluorescence polarization. inhibition, % at 9 µM. 340,000 compounds, 0.078% hits;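 active = highest replicate inhibition at or above 60% at 9 µM, even if other replicates fall short; inactive = all replicates below 60% inhibition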;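 also: 0% = neutral control wells and 100% = 4 µM acridine orange control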
CAL PDZ FP-1: inhibitors of human CAL PDZ peptide binding. Q9HD26. purified CAL PDZ, TMR-peptide fluorescence polarization, 1 h. inhibition, % at 24.9 µM. 300,000 compounds, 0.92% hits. AID 602252;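 active = mean inhibition of at least 30% with at least half of replicates also reaching 30%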;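 also: 0% = DMSO neutral control and 100% = excess unlabeled competitor peptide PRC23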
Rtt109 HAT inh: C. albicans Rtt109 histone acetyltransferase inhibition; Q5AAJ8; purified Rtt109/Vps75, ThioGlo CoA-SH fluorescence, 4 h; inhibition, % at 34.9 µM; 330,000 compounds, 0.16% hits;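 active = inhibition of at least 50% in every replicate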
Target sequence (Q5AAJ8 whole entry, looked up): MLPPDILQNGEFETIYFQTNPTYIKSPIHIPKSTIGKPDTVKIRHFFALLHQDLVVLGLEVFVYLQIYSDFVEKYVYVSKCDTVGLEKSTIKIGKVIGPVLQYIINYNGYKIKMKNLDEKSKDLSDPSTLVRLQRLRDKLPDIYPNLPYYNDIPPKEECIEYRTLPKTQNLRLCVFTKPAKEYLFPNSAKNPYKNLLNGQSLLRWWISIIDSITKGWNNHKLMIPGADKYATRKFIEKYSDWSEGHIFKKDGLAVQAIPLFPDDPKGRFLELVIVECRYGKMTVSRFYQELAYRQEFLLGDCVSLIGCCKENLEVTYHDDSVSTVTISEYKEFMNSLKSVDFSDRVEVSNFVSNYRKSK
CAL PDZ FP-2: inhibitors of human CAL PDZ peptide binding. inhibition, % at 20 µM. Q9HD26. 330,000 compounds, 0.02% hits. purified CAL PDZ, TMR-peptide fluorescence polarization, 1 h. AID 504414;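 active = highest replicate inhibition of at least 40%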;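 also: plate controls were DMSO neutral control wells for no effect and unlabeled competitor peptide control wells for full effect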
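Read-out basis: mP drop reported as inhibition | Assay system: Tagged CAL PDZ protein CerCALP, purified | Benchmarks: Unlabelled peptide for full inhibition, DMSO wells as neutral | Schedule: 1 h incubation at room temperature before polarization reading | Buffer or medium: Sodium phosphate/NaCl buffer pH 7.4 with TCEP, IgG, Thesit | Doses: Single point, 20 µM | Measured by: Fluorescence polarization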
DAGLB inh: diacylglycerol lipase beta (human) inhibition; AID 504411; inhibition, % at 5.17 µM; HEK293T DAGLB membrane lysate, EnzChek fluorogenic substrate; 340,000 compounds, 0.059% hits; Q8NCG7; in the data active = inhibition above about 34%;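 also: 0% = enzyme with vehicle and 100% = wells lacking enzyme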
Cardiac RTF inh: cardiac RTF calcium desensitization | P19429+P45379 | IANBD-labeled cardiac RTF, Ca2+ fluorescence | inhibition, % at 7.15 µM | 340,000 compounds, 0.12% hits | AID 493244;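 active = inhibition above the mean inhibition of all tested compounds plus 3 SD, cut at about 17% in these data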;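 also: assay run at fixed EC70 calcium of 1.6 mM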
cardiac RTF act: increases calcium sensitivity of human cardiac regulated thin filaments | 340,000 compounds, 0.24% hits | IANBD-labeled TnC RTF fluorescence at EC20 calcium; 0% EC20 calcium, 100% full calcium | activation, % at 7.2 µM | P19429+P45379;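 active = activation above the mean over all tested compounds plus 3 SD, cut at about 30% in these data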;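 also: rise in fluorescence read as greater calcium sensitivity of cardiac thin filaments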
PKA-R2B activ: activates the human PKA-R2B holoenzyme complex; activation, % at 11.4 µM; P22694+P31323; 340,000 compounds, 0.079% hits; PKA-R2B holoenzyme dissociation, Cy5-IP20 fluorescence polarization; R2B truncated from residue 108, S112A mutant; 0% DMSO only, 100% 113 µM cGMP;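 active = activation above a cutoff set at the mean over all compounds plus 3 SD, cut at about 18% in these data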;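 also: higher means more holoenzyme dissociation and a rise in polarization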
Keap1 Nrf2 FP: inhibitors of human Keap1-Nrf2 protein-protein interaction; AID 504523; Q14145; Keap1 Kelch-Nrf2 peptide fluorescence polarization, 1536-well; inhibition, % at 9.4 µM; 340,000 compounds, 0.15% hits; in the data active = inhibition above about 12%;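 also: human Keap1 Kelch domain with fluorescein labeled Nrf2 9mer peptide probe; 0% = neutral control wells and 100% = peptide positive control; higher means more block of Keap1 binding to Nrf2 peptide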
Target sequence (Q14145 whole entry, looked up, the tested form may be a part): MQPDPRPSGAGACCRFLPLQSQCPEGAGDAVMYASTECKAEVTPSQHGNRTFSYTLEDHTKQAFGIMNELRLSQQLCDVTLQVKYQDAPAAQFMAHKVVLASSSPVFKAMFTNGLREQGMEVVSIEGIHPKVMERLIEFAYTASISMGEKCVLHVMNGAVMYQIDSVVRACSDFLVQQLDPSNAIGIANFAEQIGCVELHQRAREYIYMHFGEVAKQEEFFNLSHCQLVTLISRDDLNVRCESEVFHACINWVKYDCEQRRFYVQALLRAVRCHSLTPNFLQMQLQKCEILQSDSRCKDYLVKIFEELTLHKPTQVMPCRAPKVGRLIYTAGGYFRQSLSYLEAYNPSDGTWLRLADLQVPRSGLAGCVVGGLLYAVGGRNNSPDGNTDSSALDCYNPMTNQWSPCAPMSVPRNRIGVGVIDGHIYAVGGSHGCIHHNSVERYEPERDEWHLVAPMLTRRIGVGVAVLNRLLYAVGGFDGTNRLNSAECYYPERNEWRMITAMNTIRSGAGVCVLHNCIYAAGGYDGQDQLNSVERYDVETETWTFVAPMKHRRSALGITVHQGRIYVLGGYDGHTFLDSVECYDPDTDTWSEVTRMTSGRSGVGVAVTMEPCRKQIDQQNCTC
SR-BI uptake up: activators of SR-BI mediated HDL lipid uptake; CHO ldlA[mSR-BI] cells, DiI-HDL uptake fluorescence, 3 h; 100 = double the neutral-control signal; activation, % at 12.5 µM; 320,000 compounds, 0.096% hits; AID 504775;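 active = mean replicate activation of at least 60% and every replicate at or above 60%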;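 also: 0% = median plate neutral-control signal and 100% = twice that signal; values of inactives mirror those of a sister screen read the other way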
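Test system: SR-BI-overexpressing, LDLR-lacking CHO cells; Medium: Ham's F12 with 0.5% BSA, HEPES 25 mM, pH 7.4; Schedule: 3 h, 37 °C; Technique: bottom-read fluorescence, 550/595 nm.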
Numbers without * were called inactive; . = not tested or not shown.

compound	C-LANA FP	CAL PDZ FP-1	Rtt109 HAT inh	CAL PDZ FP-2	DAGLB inh	Cardiac RTF inh	cardiac RTF act	PKA-R2B activ	Keap1 Nrf2 FP	SR-BI uptake up
NC(=O)c1ccc(NC(=O)CN2C(=O)NC3(CCCCCCC3)C2=O)cc1	-0.5	0	-3	-0.2	1	-17	-1	3	-4	-9
CC(C)CCNC(=O)c1ccc2c(c1)N(C)C(=O)c1ccccc1S2	1.7	5	4	-2.4	-3	1	-8	0	2	-23
COc1ccccc1C(=O)NNC(=O)c1cccc(O)c1	-1.5	0	-5	0.9	0	-6	-2	4	-2	7
Cc1onc(-c2ccccc2Cl)c1C(=O)OCC(=O)N1CCN(c2ccccc2)CC1	-1.7	-11	-5	0.3	-4	-5	2	-8	-2	-22
CCN(CC(=O)NCc1cccs1)S(=O)(=O)c1ccc([N+](=O)[O-])cc1	0.0	0	3	-0.5	-4	-1	-3	-3	-3	.
CCOC(=O)c1ccc(NC(=O)Cn2c(-c3nonc3N)nc3ccccc32)cc1	-0.9	-4	-11	-1.7	-3	-17	2	11	-6	4
CCCCN(C(=O)COc1ccc(NC(C)=O)cc1)C1CCS(=O)(=O)C1 (centres undefined)	-0.1	.	12	0.6	2	-9	1	-7	-6	26
Cc1cccc(NCc2cc(Cl)ccc2O)n1	1.5	-3	2	-2.4	-2	-4	-2	-3	1	-14
Cc1ccc(/C=[N+](\[O-])c2ccccc2C)o1	-0.3	-2	-4	-3.4	1	-9	2	2	-3	21
O=C(N/N=C/c1cccnc1)c1ccc(F)cc1	-1.6	0	-6	-0.2	-5	-4	5	4	1	-7
CCOC(=O)c1oc2cc(O)cc(C)c2c(=O)c1-c1cscn1	0.7	-3	-3	-1.7	-2	11	-4	-15	2	16
COc1ccccc1C(=O)Nc1nc2cc3c(cc2s1)OCCO3	-1.0	0	-5	-0.7	-6	0	-6	3	-1	-10
Cc1cc(N2CCN(C)CC2)nc2ccc(NC(=O)CCC(=O)NCc3ccco3)cc12	0.7	-1	4	1.1	1	-10	0	3	1	1
O=C(COC(=O)c1cnc(Cl)c(Cl)c1)NC1CC1	12	.	8	0.2	-4	4	-1	-3	-3	4
CCc1cc2c(SCC(=O)Nc3ccc(NC(C)=O)cc3)ncnc2s1	-1.4	-2	-6	-0.1	2	-3	-2	2	1	-5
Cn1c(=O)cc(SCC(=O)NCC2COc3ccccc3O2)c2ccccc21 (centres undefined)	-2.2	-1	-2	-2.0	0	-3	19	-8	-4	-11
COc1ccc(CN2CCC(n3nccc3NC(=O)C3CC3)CC2)cc1O	1.1	0	-1	-2.2	-2	-9	5	2	-1	16
CCOC(=O)CCc1c(C(=O)OCC)[nH]c(CC)c1C(=O)OCc1ccccc1	1.9	.	0	-0.5	-10	0	2	-7	2	-49
CSc1ccccc1C(=O)N1CCOCC1	-0.4	-4	-6	.	0	-19	3	-1	-1	18
CC1CCCCC1NC(=O)C1CCC(CNS(=O)(=O)c2ccc(F)cc2)CC1 (centres undefined)	0.4	2	-1	0.8	-1	-5	1	2	-1	-41

Among those listed so far, these contain fluorine:
compound	C-LANA FP	CAL PDZ FP-1	Rtt109 HAT inh	CAL PDZ FP-2	DAGLB inh	Cardiac RTF inh	cardiac RTF act	PKA-R2B activ	Keap1 Nrf2 FP	SR-BI uptake up
O=C(N/N=C/c1cccnc1)c1ccc(F)cc1	-1.6	0	-6	-0.2	-5	-4	5	4	1	-7
CC1CCCCC1NC(=O)C1CCC(CNS(=O)(=O)c2ccc(F)cc2)CC1 (centres undefined)	0.4	2	-1	0.8	-1	-5	1	2	-1	-41

By substructure, those above with two or more sulfur atoms.
compound	C-LANA FP	CAL PDZ FP-1	Rtt109 HAT inh	CAL PDZ FP-2	DAGLB inh	Cardiac RTF inh	cardiac RTF act	PKA-R2B activ	Keap1 Nrf2 FP	SR-BI uptake up
CCN(CC(=O)NCc1cccs1)S(=O)(=O)c1ccc([N+](=O)[O-])cc1	0.0	0	3	-0.5	-4	-1	-3	-3	-3	.
CCc1cc2c(SCC(=O)Nc3ccc(NC(C)=O)cc3)ncnc2s1	-1.4	-2	-6	-0.1	2	-3	-2	2	1	-5

The list continues.
compound	C-LANA FP	CAL PDZ FP-1	Rtt109 HAT inh	CAL PDZ FP-2	DAGLB inh	Cardiac RTF inh	cardiac RTF act	PKA-R2B activ	Keap1 Nrf2 FP	SR-BI uptake up
CCOC(=O)N1CCN(S(=O)(=O)c2ccc(C)c(C)c2C)CC1	-0.3	-3	7	1.1	-1	-5	-5	-11	-2	-13
CSC(=O)NC12CC3CC(CC(C)(C3)C1)C2	1.2	.	6	0.8	0	-14	-1	-1	-1	-20
CC1(C)CC(C)(O)P(=O)(c2ccccc2)O1 (centres undefined)	1.4	.	4	1.0	-2	-2	-3	-3	-1	-9
C/C(=N\O)C1CC(CC(=O)O)C1(C)C (centres undefined)	0.8	43*	-1	7.9	-2	-5	1	0	-4	12
Cc1ccc(Nc2ccccc2)cc1	-0.7	-3	3	-0.9	-3	-2	0	-6	-5	2
CCN(CC)CCCN(Cc1cc2cc3c(cc2[nH]c1=O)OCO3)C(=S)NCCCOC	0.5	.	6	-1.6	-7	-8	2	0	2	-6
CC(C)C(=O)NCCn1ccc2ccccc21	-2.4	-1	2	-0.1	-2	-4	0	-5	-4	9
CN(C)c1ccc(C(=S)N2CCCCCC2)cc1	-0.3	-3	1	-0.1	-3	0	-2	-4	-1	-5
O=C(Nc1cc(S(=O)(=O)N2CCOCC2)ccc1N1CCOCC1)C1CCCO1 (centres undefined)	-0.3	-3	13	-1.9	1	-6	3	-6	2	8
CSCC[C@H](NC(=O)N1C[C@H]2C[C@@H](C1)c1cccc(=O)n1C2)C(=O)Nc1ccc(NC(C)=O)cc1	-0.1	1	6	-0.2	0	-5	0	-8	4	23
CC(c1nnc(SCC(=O)N2CCc3ccccc32)n1-c1ccc(Cl)cc1)N(C)C (centres undefined)	-0.3	1	1	-1.1	-1	4	0	-10	-2	-9
Cc1ccc(NC(=O)N2CCCC2C(=O)NCc2ccccc2Cl)cc1 (centres undefined)	3.5	-5	-3	-0.8	0	-3	-7	-6	-1	9
COC(=O)CC1C(=O)NCCN1C(=O)CSc1nnc(Nc2ccc(C)cc2)s1 (centres undefined)	-1.6	-5	0	.	-1	0	0	3	-3	13
O=C(COC(=O)Cc1ccc(F)cc1)NC(=O)c1ccccc1	0.7	-5	0	0.0	-3	2	-5	0	-4	12
COc1ccc(C(=O)Nc2c(-c3ccccc3)nc3ccccn23)c(OC)c1	-1.4	-2	-3	-2.3	2	-3	0	10	-3	-19
COc1ccccc1N1CCN(C(=O)CSc2nnc3c4ccccc4n(CC(=O)O)c3n2)CC1	-0.6	-3	-2	-2.8	0	-16	-3	-3	-7	18
Cc1ccc(NC(=O)COC(=O)/C(=C/c2cccs2)c2cccs2)cc1S(=O)(=O)N(C)C	0.6	-1	1	-2.8	-3	-31	-4	2	-7	-22
CC(C)CC(=O)Nc1ccc2nn(-c3ccccc3)nc2c1	-1.1	18	-6	-1.8	-4	-10	5	-9	-5	-16
O=C(Oc1ccc2[nH]cc(CCN3C(=O)c4ccccc4C3=O)c2c1)c1ccco1	-1.9	-4	9	-1.0	-2	6	-2	-4	6	-8
O=C(Nc1nnc(SCC(=O)N2CCOCC2)s1)C1CC(=O)N(c2ccccc2)C1 (centres undefined)	-0.9	-3	1	-1.4	-1	-4	-3	-5	-3	9

Some of the entries so far, with values under each structure.
Values run as follows: C-LANA FP	CAL PDZ FP-1	Rtt109 HAT inh	CAL PDZ FP-2	DAGLB inh	Cardiac RTF inh	cardiac RTF act	PKA-R2B activ	Keap1 Nrf2 FP	SR-BI uptake up
> CC(c1nnc(SCC(=O)N2CCc3ccccc32)n1-c1ccc(Cl)cc1)N(C)C (centres undefined)
  -0.3	1	1	-1.1	-1	4	0	-10	-2	-9
> C/C(=N\O)C1CC(CC(=O)O)C1(C)C (centres undefined)
  0.8	43*	-1	7.9	-2	-5	1	0	-4	12
> CCOC(=O)N1CCN(S(=O)(=O)c2ccc(C)c(C)c2C)CC1
  -0.3	-3	7	1.1	-1	-5	-5	-11	-2	-13
> COC(=O)CC1C(=O)NCCN1C(=O)CSc1nnc(Nc2ccc(C)cc2)s1 (centres undefined)
  -1.6	-5	0	.	-1	0	0	3	-3	13
> Cc1ccc(NC(=O)COC(=O)/C(=C/c2cccs2)c2cccs2)cc1S(=O)(=O)N(C)C
  0.6	-1	1	-2.8	-3	-31	-4	2	-7	-22
> COc1ccccc1N1CCN(C(=O)CSc2nnc3c4ccccc4n(CC(=O)O)c3n2)CC1
  -0.6	-3	-2	-2.8	0	-16	-3	-3	-7	18

Following part
compound	C-LANA FP	CAL PDZ FP-1	Rtt109 HAT inh	CAL PDZ FP-2	DAGLB inh	Cardiac RTF inh	cardiac RTF act	PKA-R2B activ	Keap1 Nrf2 FP	SR-BI uptake up
Cc1cccc(C)c1N1C(=O)C(Cl)=C(N2CCCC2)C1=O	1.9	-2	-1	0.7	-7	-7	2	2	1	-14
O=C(N1CCN(c2ccccc2)CC1)C(F)(F)C(F)F	1.0	-7	-5	-0.6	1	-1	-1	-7	-7	25
CCN(CC)S(=O)(=O)c1cccc(C(=O)N[C@H](C(=O)O)C(C)C)c1	0.3	2	-3	-1.7	0	2	1	1	3	11
COc1ccc([C@H]2CC(=O)C=C(c3ccc(C(=O)O)cc3)C2)cc1OC	-1.3	0	-6	-6.9	1	0	3	0	-6	22
CCN1CCN(c2c(C(=O)c3ccc(OC)cc3)cnc3ccccc23)CC1	-0.6	.	1	0.1	0	-2	9	7	-1	-12
CCCCNC(=O)C1CCCN1S(=O)(=O)c1cccc2nsnc12 (centres undefined)	-2.9	-8	-7	-0.4	0	-4	3	-7	-3	-5
O=C(NNC(=O)c1ccccc1Cl)c1ccco1	-0.4	-1	7	-0.9	-1	-1	6	1	-2	13
O=C(c1cccc(O)c1)N1CCN(C(=O)C2CC2)CC1	1.5	-5	-6	-0.7	-2	-7	-1	-4	0	31
Cc1nn(C)c(N)c1-c1ccccc1	0.2	1	-4	-1.0	-2	-1	0	-7	-4	.
Cc1cnnc2c1-c1nonc1CC2	0.1	-3	-1	-0.1	-1	-2	1	-1	-3	20
CCOC(=O)C(NC(=O)CC)(Nc1ccc(S(N)(=O)=O)cc1)C(F)(F)F (centres undefined)	-0.8	-1	6	-0.9	-2	-3	0	13	-3	.
COc1cccc(C(=O)NNC(=O)CCC(=O)O)c1	5.2	1	54*	-4.7	-2	8	-3	-2	0	.
CN1C(=O)N(C)C(c2ccccc2Cl)C2=C1CC(C)(C)CC2=O (centres undefined)	0.2	.	1	-0.3	1	-11	-1	-10	1	.
CC(CCc1ccccc1)NC(=O)C(=O)NCCO (centres undefined)	-0.4	.	-11	-0.1	0	-8	-1	0	-4	-1
O=C(CN1CCCCC1)Nc1nc(-c2ccc(F)c(F)c2)cs1	-0.7	-5	0	0.1	-4	-1	-1	3	0	.

Screens: PubChem, several laboratories
